Mtb BioA inh = BioA (M. tuberculosis) enzyme inhibition; purified M. tuberculosis BioA enzyme, plate reader; inhibition, % at 9.99 µM; 360,000 tested, 0.096% active; AID 602481; in the data active means inhibition above about 40%
UGM FP inh = blocks M. tuberculosis UGM enzyme; P9WIQ1; purified UGM, fluorescence polarization probe displacement; inhibition, % at 10 µM; 320,000 tested, 0.06% active; AID 504406; in the data active means inhibition above about 10%, passing the limit was not always enough
Target sequence (P9WIQ1 whole entry, looked up): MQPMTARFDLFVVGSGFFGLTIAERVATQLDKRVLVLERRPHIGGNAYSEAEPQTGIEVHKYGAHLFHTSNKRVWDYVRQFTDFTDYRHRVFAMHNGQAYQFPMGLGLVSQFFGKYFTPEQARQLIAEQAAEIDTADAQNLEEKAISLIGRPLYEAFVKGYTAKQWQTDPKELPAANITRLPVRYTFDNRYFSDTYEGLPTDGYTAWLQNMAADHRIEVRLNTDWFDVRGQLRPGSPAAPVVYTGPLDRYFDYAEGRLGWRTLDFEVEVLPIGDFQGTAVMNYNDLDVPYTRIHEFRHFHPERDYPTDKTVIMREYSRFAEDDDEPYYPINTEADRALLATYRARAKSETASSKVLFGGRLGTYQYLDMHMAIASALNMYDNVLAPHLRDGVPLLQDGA
PfHsp40 yeast = rescue of PfHsp40-mediated yeast toxicity; S. cerevisiae expressing PfHsp40, growth rescue, ATP luminescence; growth rescue, % at 12.5 µM; 340,000 tested, 0.68% active; in the data active means growth rescue above about 28%, passing the limit was not always enough;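 further: yeast W303a lacking pdr1 and pdr3 grown in galactose medium; growth measured after three days at 30 °C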
FBA Mtb inh = Mtb fructose-bisphosphate aldolase inhibition; P9WQA3; inhibition, % at 1 µM; purified M. tuberculosis FBA, fluorescence read-out; 360,000 tested, 2.3% active; in the data active means inhibition above about 27%;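 further: 0% = vehicle and 100% = reference inhibitor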
Target sequence (P9WQA3 whole entry, looked up): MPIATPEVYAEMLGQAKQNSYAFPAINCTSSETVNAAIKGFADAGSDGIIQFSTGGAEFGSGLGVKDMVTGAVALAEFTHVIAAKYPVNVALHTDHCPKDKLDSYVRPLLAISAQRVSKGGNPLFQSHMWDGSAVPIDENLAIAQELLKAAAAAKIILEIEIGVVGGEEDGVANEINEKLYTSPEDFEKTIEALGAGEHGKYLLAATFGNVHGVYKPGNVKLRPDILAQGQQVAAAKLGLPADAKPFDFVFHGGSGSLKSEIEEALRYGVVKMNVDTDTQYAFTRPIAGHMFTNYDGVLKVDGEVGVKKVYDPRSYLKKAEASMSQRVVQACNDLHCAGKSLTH
TcdB GH inh = blocks C. difficile toxin B glycohydrolase activity; 350,000 tested, 0.24% active; inhibition, % at 9.99 µM; TcdB glycohydrolase enzymatic assay, plate reader; P18177; in the data active means inhibition above about 10%
GDH-TPI inh = GDH-TPI coupled enzyme inhibition counter-screen. GDH-TPI coupled enzyme counterscreen, NADH absorbance. inhibition, % at 4.8 µM. 360,000 tested, 1.2% active; in the data active means inhibition above about 30%;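 further: 0% = DMSO wells and 100% = wells lacking the enzyme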
Y pestis TopoI = inhibitors of Yersinia pestis topoisomerase I; AID 504884; Y. pestis Topo-I cleavage product accumulation, plate reader; activity, % at 10 µM; 360,000 tested, 0.064% active; in the data active means activity above about 50%, passing the limit was not always enough; further: inactives centre near 2
FadD28 binding = M. tuberculosis FadD28 bisubstrate binding inhibition; FadD28 bisubstrate probe binding, fluorescence polarization; inhibition, % at 12.5 µM; 360,000 tested, 0.22% active; AID 588549; in the data active means inhibition above about 8.5%, passing the limit was not always enough
Vc quorum ag = inducers of Vibrio cholerae quorum light production without autoinducers; V. cholerae BH1578 lux reporter, luminescence, 6 h; AID 588436; activation, % at 18.7 µM; 350,000 tested, 0.16% active; in the data active means activation mostly above about 9.7%, no sharp cut-off; further: not every result past the cut was called active; inactives centre near 0; reference of the scale not given here
The depositor's hits bear a star; i = inactive; / = no result given; & = joins results of further samples.

Every second line gives: PfHsp40 yeast	Vc quorum ag	TcdB GH inh	FadD28 binding	GDH-TPI inh	FBA Mtb inh	Y pestis TopoI	UGM FP inh	Mtb BioA inh
Cc1ccc(-c2nnn(CC(=O)N(CC(=O)NC3CCCCC3)c3ccc(F)c(Cl)c3)n2)o1
→ 2.9	/	0.6	1.0	3	-2	-1	-2.0	-0.1
Cc1ccc(C)c(Cn2c3ccccc3c3cnn(CC(=O)NCCCN4CCOCC4)c(=O)c32)c1
→ -0.5	-2.1	1.3	0.6	10	7	15	1.2	0.3
CN(C)N(C)C(=O)C(O)(c1ccccc1)c1ccccc1
→ -1.2	0.1	1.1	-1.5	8	-1	2	-0.6	/
Cc1n[nH]c(C)c1S(=O)(=O)N1CCCC(C(=O)O)C1 (stereo not drawn)
→ -0.7	1.0	0.3	1.0	-4	0	3	0.1	-1.4
Cc1ccccc1OS(=O)(=O)c1cn(C)c(=O)n(C)c1=O
→ -2.2	i	-0.2	-0.6	-1	0	-3	-2.6	/
O=C(CN1CCN(c2ccccc2)CC1)Nc1cccc(C(F)(F)F)c1
→ -1.5	-0.5	-9.8	-0.4	6	3	-10	1.5	-6.0
Cc1cc(C)cc(C(N)=Nc2cccc(C#N)c2)c1
→ -2.1	-1.9	-0.2	-3.0	-7	1	-3	-3.2	0.4
COc1ccc(CNC(=O)C23CC4CC(CC(Br)(C4)C2)C3)cc1
→ 0.8	i	1.7	-0.4	5	54*	-7	1.0	-3.6
Cc1cc(C(=O)CN2C(=O)NC(Cc3c[nH]c4ccccc34)C2=O)c(C)n1C (stereo not drawn)
→ -0.7	-0.2	/	-1.4	22	1	10	-0.6	0.8
O=C(NC1CCCC1)C(c1ccc(F)cc1)N(C(=O)c1csnn1)C1CC1 (stereo not drawn)
→ 0.7	1.6	0.0	0.3	-4	1	7	-6.8	3.9
CCOC(=O)c1ccc(-c2c(-c3ccccc3OC)sc3cc4c(cc23)OCO4)cc1F
→ -0.4	i	0.3	-0.8	24	6	-3	1.7	-3.8
CC1(C(=O)O)CCC(C(=O)NNC(=O)c2ccccc2O)C1(C)C (stereo not drawn)
→ 2.4	-1.5	-2.2	-1.7	11	6	-5	4.0	-1.6
NC(=O)C1CCCCc2c1[nH]c1ccc(Cl)cc21 (stereo not drawn)
→ -1.1	-0.6	1.4	-2.5	-5	3	-5	1.5	2.7
C=CCSc1nsc(NC(=O)Nc2ccc(F)cc2)n1
→ -0.6	-0.7	0.1	-3.2	2	-2	-4	2.3	-1.7
C[C@@H]1CN([C@@H](C)CO)C(=O)c2c(c3ccccc3n2C)-c2ccccc2CO[C@H]1CN(C)S(=O)(=O)c1ccc(C(F)(F)F)cc1
→ /	-0.1	-0.3&0.7	-2.0	-5	-3	0	/	0.2
CC(=O)c1ccc(NC(=O)CCc2ccc(C)o2)cc1
→ -1.9	i	0.5	-2.0	7	-1	-2	-0.3	4.8
CCCCc1ccc(NC(=O)C2CCCO2)cc1 (stereo not drawn)
→ -0.5	-0.2	/	-0.4	8	-3	5	0.6	-0.4
CN1CCN(c2oc(-c3ccccc3Cl)nc2S(=O)(=O)c2ccccc2)CC1
→ -0.3	i	1.0	-0.6	1	-2	30	-1.8	0.2
CN(Cc1cnn(C)c1)C(=O)c1sc2cccc(Cl)c2c1Cl
→ 2.2	i	/	-2.1	3	4	10	-1.1	1.4
COc1ccc(S(=O)(=O)Cc2ccc(C(=O)NCc3cccnc3)o2)cc1
→ -0.6	i	-0.3	0.1	-1	4	1	-0.5	-1.6
Cn1cc(S(=O)(=O)N2CCCC2)cc1C(=O)Nc1cccc(C(F)(F)F)c1
→ -1.2	-0.4	-0.7	0.4	1	-2	4	-1.8	-0.5
CC(Oc1cccc(Cl)c1)C(=O)Nc1ccc(S(=O)(=O)N(C)C2CCN(C)CC2)cc1 (stereo not drawn)
→ -1.7	-0.6	-3.4	-4.1	-3	6	-15	0.8	2.5
COc1ccc(S(=O)(=O)N(C)c2ccc(C(=O)NCc3ccco3)cc2)cc1OC
→ -0.3	i	0.6	-0.6	-6	2	12	1.9	0.8
CN1CCN(C(=O)c2ccccc2[N+](=O)[O-])CC1
→ 2.1	i	-0.2	-1.0	4	-3	7	3.0	0.2
O=C(Cc1c(Cl)cccc1Cl)OCC(=O)N1CCc2ccccc2C1
→ -0.4	-0.5	0.8	-1.3	7	0	9	1.7	/
Cc1ccc(OCCCn2ccnc2)cc1C
→ 0.3	i	/	-0.7	2	0	2	1.1	/
COc1ccc(C(=O)C2CCCN(C3CSCCSC3)C2)c(OC)c1 (stereo not drawn)
→ 0.6	-0.4	-0.2	-4.3	7	1	5	-1.5	0.5
COc1ccc(CCN2C(=O)C=CC2=O)cc1OC
→ 138*	i	-1.8	-3.7	-4	0	21	/	/
O=C(COc1ccc(Br)cc1)c1ccc2c(c1)CCCC2
→ -1.5	/	/	0.7	14	0	3	5.1	0.3
Cc1ccc(CNC(=O)CCC2CCCN(Cc3cccc4ncccc34)C2)o1 (stereo not drawn)
→ -1.4	-0.2	-0.9	0.1	2	5	5	-2.0	0.0
Cc1cc(C)nc(-n2nc(C)cc2NC(=O)CN2CCCC2)n1
→ 1.1	1.1	0.3	-2.2	4	1	-8	-0.4	/
Cn1c(=O)c2c(nc(SC3C(=O)CC(C)(C)CC3=O)n2C)n(C)c1=O
→ -0.5	i	/	0.6	6	1	2	0.7	0.6
COc1ccc(N2CCN(C(=O)c3ccc(CS(=O)c4cccc(Cl)c4)o3)CC2)cc1 (stereo not drawn)
→ /	-5.8	2.4	-1.1	15	4	22	/	3.0
CCCCc1c(O)nc(SCC(=O)c2ccccc2)n(-c2ccccc2)c1=O
→ -0.1	i	2.1	-0.6	9	2	3	1.5	-0.7
CCSc1nnc(NC(=O)c2cc(C)oc2C)s1
→ 0.0	-2.8	/	-1.2	17	10	-2	4.5	-1.8
O=C(Nc1ccc(F)cc1)Nc1ccc2c(c1)OCO2
→ -1.3	0.1	4.8	-2.2	-2	-1	-1	-0.1	-1.5
CCc1nc(N2CCCCC2)c2oc3ccccc3c2n1
→ -0.8	-0.2	/	-1.2	7	3	6	-0.6	/
Cc1cccc(NC(=O)CN2CCN(C(=O)c3cnn(Cc4ccccc4)c3)CC2)c1C
→ 1.7	i	-9.7	1.5	-2	2	26	0.9	1.5
Cn1nc(C(=O)N2CCC(C(N)=O)CC2)c2c1-c1ccccc1SC2
→ 0.8	/	0.5	-0.8	3	-2	4	-0.3	-1.0
CCCCCCCCn1c2c(c(=N)c3c1CCC3)CCCC2
→ -1.3	0.1	1.3	-3.4	-7	2	10	0.6	/
O=C1OC(N2CCN(c3ccccn3)CC2)c2ccccc21 (stereo not drawn)
→ -0.9	-0.7	-0.5	-0.9	-6	1	2	-1.4	-1.4
COc1cccc(CN2CCN(C(=O)c3cccs3)CC2)c1OC
→ -1.1	/	/	-1.7	9	1	6	-1.2	1.3
C=C(C)Cn1c(N2CCN(CC)CC2)nc2c1c(=O)[nH]c(=O)n2C
→ -0.5	-0.4	-1.0	-2.0	8	4	10	2.6	0.4
COC(=O)c1ccc(/C=C/c2nc3ccccc3c(=O)[nH]2)cc1
→ 0.6	0.3	0.5	-1.1	-9	0	1	0.5	0.1
COC(=O)c1ccsc1NC(=O)CCS(=O)(=O)c1ccc(Cl)cc1
→ 1.6	i	-0.4	-1.7	8	0	11	-1.8	-2.9
COc1ccc(-n2c(C)cc(/C=N/Nc3nnc(C)n3N)c2C)cc1
→ -1.9	-0.2	/	-1.2	9	-2	2	1.6	/
Cc1csc(=Nc2ccccc2)n1C
→ -1.8	i	0.1	-4.1	2	-4	0	1.8	-1.1
COc1cccc(CCC(=O)N2CCC(n3nccc3NC(=O)C3CCOC3)CC2)c1 (stereo not drawn)
→ -0.9	0.5	0.0	-1.6	0	2	1	-0.5	-0.6
CC(=O)c1sc(NC(=O)c2ccc(C(C)(C)C)cc2)nc1C
→ -0.4	i	-0.1	-1.5	17	2	4	1.3	-0.5
O=C1CCN(C(=S)NCCc2ccccc2)CC1
→ -1.0	i	4.6	-3.3	-4	1	-12	-1.4	-1.2
Cc1ccc2cccc(OC(=O)N3CCCC3)c2n1
→ 0.2	i	/	-2.6	-12	0	1	-2.5	-1.2
Clc1ccc(Nc2nc3ccccc3n3nnnc23)cc1
→ 1.1	-0.2	/	-2.5	-5	3	7	-0.6	0.3
CCCCCc1nnc(NC(=O)C2CCCO2)s1 (stereo not drawn)
→ 0.0	i	/	-4.1	4	-2	6	0.6	-1.2
CC(=O)C1=CCC(c2ccccc2)N(S(=O)(=O)c2ccccc2C)C1 (stereo not drawn)
→ /	/	2.4&-1.6	-4.0&-3.9	/	1&2	/	/	-0.6&-1.3
COc1ccc(-c2ccc(=O)n(Cc3cc(=O)n4ccccc4n3)n2)cc1
→ -2.2	-0.2	/	-1.6	26	4	7	-1.3	-0.1
CC(=O)Nc1ccc(NS(=O)(=O)c2cc(Cl)sc2Cl)cc1
→ 0.5	0.1	-0.2	0.7	4	-1	3	0.7	-0.6
COc1ccc([C@H]2Cc3cccc(O)c3C(=O)O2)cc1O
→ -0.6	i	2.4	-1.4	3	3	5	5.2	5.0
CCOC(=O)CSC1=N/C(=C/c2ccc(-n3cncn3)cc2)C(=O)N1C(C)=O
→ -0.5	0.3	0.1	-1.0	9	1	3	0.9	-1.3
O=C(Nc1ccccc1)c1cccc(C(=O)Nc2ccccc2)n1
→ -0.7	-0.7	3.1	-3.2	2	-2	0	-0.9	0.7

6 records drawn at random from those above:
Every second line gives: PfHsp40 yeast	Vc quorum ag	TcdB GH inh	FadD28 binding	GDH-TPI inh	FBA Mtb inh	Y pestis TopoI	UGM FP inh	Mtb BioA inh
O=C(NC1CCCC1)C(c1ccc(F)cc1)N(C(=O)c1csnn1)C1CC1 (stereo not drawn)
→ 0.7	1.6	0.0	0.3	-4	1	7	-6.8	3.9
CCCCc1c(O)nc(SCC(=O)c2ccccc2)n(-c2ccccc2)c1=O
→ -0.1	i	2.1	-0.6	9	2	3	1.5	-0.7
Cc1cc(C)nc(-n2nc(C)cc2NC(=O)CN2CCCC2)n1
→ 1.1	1.1	0.3	-2.2	4	1	-8	-0.4	/
CN(C)N(C)C(=O)C(O)(c1ccccc1)c1ccccc1
→ -1.2	0.1	1.1	-1.5	8	-1	2	-0.6	/
O=C(Nc1ccccc1)c1cccc(C(=O)Nc2ccccc2)n1
→ -0.7	-0.7	3.1	-3.2	2	-2	0	-0.9	0.7
CC1(C(=O)O)CCC(C(=O)NNC(=O)c2ccccc2O)C1(C)C (stereo not drawn)
→ 2.4	-1.5	-2.2	-1.7	11	6	-5	4.0	-1.6

Assay outcomes from PubChem.
